CDK5 p35 inh: inhibitors of human CDK5/p35 kinase; inhibition, % at 10 µM; Recombinant CDK5/p35, ADP-Glo luminescence, 60 min; 0.01% of 330,000 active;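 active = highest replicate inhibition of at least 50% and at least 75% of replicates reaching 50%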;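 also: plate controls were DMSO neutral control for no effect and GW8510 at 10 µM for full effect; many of its hits are not listed in these tables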
PfHsp90 yeast 2: reduces growth (ATP signal) of yeast expressing P. falciparum Hsp90; S. cerevisiae expressing PfHsp90, BacTiter-Glo ATP, 48 h; yeast lacking PDR1 and PDR3 efflux regulators; 0.32% of 310,000 active; AID 504621; inhibition, % at 9.4 µM;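 active = every replicate shows inhibition above about 80%, whatever the replicate mean, limit read from the data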;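 also: 0% = DMSO neutral controls and 100% = 20 µM radicicol positive controls; yeast relying on Plasmodium falciparum Hsp90 in place of its own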
dFosB act: mouse delta FosB homodimer activation. 0.99% of 340,000 active. AID 493131. purified delta FosB, TAMRA-CDK5 oligo fluorescence polarization; percent of positive-control signal above neutral wells. activation, % at 25 µM. P13346;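 active = mean activation above about 17%, with every replicate also reaching it, limit read from the data, passing the limit was not always enough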;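 also: fluorescence polarization rise as delta FosB binds a TAMRA Cdk5 AP-1 oligo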
LANA DNA inh: KSHV C-LANA DNA binding inhibition | MBP-C-LANA/FAM-LBS DNA binding, fluorescence polarization | inhibition, % at 9 µM | 0.078% of 340,000 active | AID 504423;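 active = highest replicate inhibition at or above 60% at 9 µM, even if other replicates fall short; inactive = all replicates below 60% inhibition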;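 also: 0% = neutral control wells and 100% = 4 µM acridine orange control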
RTF Ca sens inh: cardiac RTF calcium desensitization | inhibition, % at 7.15 µM | P19429+P45379 | IANBD-labeled cardiac RTF, Ca2+ fluorescence | 0.12% of 340,000 active | AID 493244;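 active = inhibition above the mean inhibition of all tested compounds plus 3 SD, cut at about 17% in these data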;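 also: assay run at fixed EC70 calcium of 1.6 mM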
RTF Ca sens act: increases calcium sensitivity of human cardiac regulated thin filaments; AID 493008; 0.24% of 340,000 active; IANBD-labeled TnC RTF fluorescence at EC20 calcium; 0% EC20 calcium, 100% full calcium; activation, % at 7.2 µM; P19429+P45379;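 active = activation above the mean over all tested compounds plus 3 SD, cut at about 30% in these data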;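 also: rise in fluorescence read as greater calcium sensitivity of cardiac thin filaments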
NSD2 inh: blocks human histone methyltransferase NSD2 | inhibition, % at 12.5 µM | NSD2 peptide methylation, AlphaScreen, 120 min | 0.54% of 310,000 active; in the data active = inhibition above about 50%
Target sequence (O96028 whole entry, looked up): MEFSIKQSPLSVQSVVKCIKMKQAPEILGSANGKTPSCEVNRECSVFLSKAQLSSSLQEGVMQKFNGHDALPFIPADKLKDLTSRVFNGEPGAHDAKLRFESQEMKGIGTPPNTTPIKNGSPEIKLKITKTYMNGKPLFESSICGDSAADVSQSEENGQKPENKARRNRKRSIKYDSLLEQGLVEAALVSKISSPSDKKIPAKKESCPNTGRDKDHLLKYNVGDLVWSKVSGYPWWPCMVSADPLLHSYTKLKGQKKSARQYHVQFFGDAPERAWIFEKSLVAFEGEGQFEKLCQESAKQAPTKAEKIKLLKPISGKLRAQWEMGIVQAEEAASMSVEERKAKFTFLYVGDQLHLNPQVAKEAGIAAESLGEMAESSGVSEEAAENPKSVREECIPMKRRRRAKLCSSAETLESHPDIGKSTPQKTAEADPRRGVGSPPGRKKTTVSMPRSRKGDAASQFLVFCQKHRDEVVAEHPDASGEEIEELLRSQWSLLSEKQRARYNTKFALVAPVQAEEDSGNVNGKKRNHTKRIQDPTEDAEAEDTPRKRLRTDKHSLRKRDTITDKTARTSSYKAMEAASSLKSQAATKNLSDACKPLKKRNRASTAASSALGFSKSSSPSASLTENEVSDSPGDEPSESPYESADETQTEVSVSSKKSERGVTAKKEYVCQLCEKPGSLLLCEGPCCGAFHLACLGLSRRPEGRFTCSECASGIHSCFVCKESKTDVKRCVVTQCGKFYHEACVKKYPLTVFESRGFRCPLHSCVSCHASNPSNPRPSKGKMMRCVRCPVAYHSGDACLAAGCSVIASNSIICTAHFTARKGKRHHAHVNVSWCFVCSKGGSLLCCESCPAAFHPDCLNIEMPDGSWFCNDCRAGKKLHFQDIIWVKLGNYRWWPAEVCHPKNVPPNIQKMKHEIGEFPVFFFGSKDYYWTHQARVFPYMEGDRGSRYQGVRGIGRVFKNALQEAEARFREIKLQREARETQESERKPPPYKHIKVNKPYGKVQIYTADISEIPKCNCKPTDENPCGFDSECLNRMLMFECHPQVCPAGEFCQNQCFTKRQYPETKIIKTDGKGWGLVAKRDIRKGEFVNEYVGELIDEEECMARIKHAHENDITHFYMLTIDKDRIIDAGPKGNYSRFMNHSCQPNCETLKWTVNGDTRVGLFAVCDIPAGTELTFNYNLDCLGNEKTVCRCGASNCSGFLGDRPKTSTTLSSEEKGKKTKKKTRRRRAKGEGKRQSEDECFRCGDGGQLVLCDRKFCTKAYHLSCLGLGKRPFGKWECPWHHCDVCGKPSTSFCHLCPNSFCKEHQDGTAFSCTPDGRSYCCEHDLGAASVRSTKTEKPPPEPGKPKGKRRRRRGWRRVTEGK
Rtt109 Vps75: C. albicans Rtt109 histone acetyltransferase inhibition | purified Rtt109/Vps75, ThioGlo CoA-SH fluorescence, 4 h | inhibition, % at 34.9 µM | 0.16% of 330,000 active;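 active = inhibition of at least 50% in every replicate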
Mot1-301 SUMO: SUMOylation pathway inhibition by Mot1-301 growth rescue; S. cerevisiae Mot1-301 growth rescue, ATP luminescence, 38.5C; percent above DMSO median, 100 means doubled; growth rescue, % at 18.8 µM; 1% of 320,000 active;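 active = every valid replicate shows activation above 250% relative to neutral control wells; inactive = the rest, any valid replicate at or below 250%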;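 also: OY570 slx delta 5 strain wells were the positive control but not used for scaling; some compounds called inactive have numbers as strong as hits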
Keap1 Nrf2 FP: disrupts human Keap1 binding to Nrf2 peptide; Keap1 Kelch-Nrf2 peptide fluorescence polarization, 1536-well; inhibition, % at 9.4 µM; 0.15% of 340,000 active; AID 504523; in the data active = inhibition above about 12%;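 also: human Keap1 Kelch domain with fluorescein labeled Nrf2 9mer peptide probe; 0% = neutral control wells and 100% = peptide positive control; higher means more block of Keap1 binding to Nrf2 peptide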
PvdQ inh: blocks Pseudomonas aeruginosa PvdQ acylase activity. purified PvdQ acylase, fluorescence plate reader. inhibition, % at 10 µM. 0.063% of 340,000 active. AID 488965; in the data active = inhibition above about 30%, passing the limit was not always enough;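 also: 0% = vehicle neutral wells and 100% = reference inhibitor wells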
Active calls of the source: *; . = not tested or not shown; + = active, no number. Rows are unselected; overall some 3.2% were active at least once.

SMILES	CDK5 p35 inh	PfHsp90 yeast 2	dFosB act	LANA DNA inh	RTF Ca sens inh	RTF Ca sens act	NSD2 inh	Rtt109 Vps75	Mot1-301 SUMO	Keap1 Nrf2 FP	PvdQ inh
Nc1nc(CSC(=S)N2CCN(c3ccccc3)CC2)nc(Nc2ccc(F)cc2)n1	1.5	16	47*	1.2	-13	-2	-1	6	1	-4	7
Cc1ccc(CCNC(=O)C2CCCN(S(=O)(=O)c3cnc[nH]3)C2)cc1 (centres undefined)	-0.4	-2	-3	1.0	-8	6	.	1	-16	1	-25
O=C(NNC(=O)c1ccc[nH]1)c1cccc(C(F)(F)F)c1	-0.2	-4	-5	-2.1	-1	1	1	5	-3	-4	0
C=C(C)C(=O)O[C@H]1C/C(C)=C\C(=O)/C=C(\C)[C@H](O)[C@@H]2OC(=O)C(=C)[C@@H]21	-0.1	9	-4	1.8	6	2	.	1	1	-73	6
CCCc1[nH]c(=O)c(C#N)c2c1CCCC2	-0.1	.	1	0.0	0	-1	-4	-8	159	-2	-12
O=S(=O)(c1ccc(F)cc1)N1CCN(Cc2nnc(-c3ccccc3)o2)CC1	-1.1	.	-9	-0.9	-5	-3	5	17	3	-1	3
CN1CCN(C(=O)C2CCN(S(=O)(=O)c3cnc[nH]3)CC2)CC1	0.8	9	-2	1.1	3	-2	-1	-3	6	-3	-12
CCN1CCN(c2ccc(S(=O)(=O)N3CCCCC3)cc2NC(=O)/C=C/c2cccc(OC)c2OC)CC1	-0.6	-7	-22	-1.3	3	-5	1	24	-6	1	1
C/C(=C\C(=O)Nc1cscc1C)C(=O)O	-1.5	-3	0	0.2	-2	8	2	4	57	0	-15
COc1ccc2c3c(c(=O)oc2c1OCC(=O)C(C)(C)C)CCCC3	-0.4	-12	-2	-0.5	-6	-6	-2	0	12	-4	-16
Cn1c(SCc2ccccc2Cl)nc(C(F)(F)F)cc1=O	0.2	.	-1	2.8	-9	5	-1	3	15	4	-7
O=C(N/C(=C\c1ccco1)C(=O)N1CCCC1CO)c1ccccc1 (centres undefined)	0.9	10	-8	5.5	-10	4	0	-8	-9	-3	1
Cc1nc2sc3c(c2c(=N)n1N)CCCC3	-0.6	-5	-4	0.2	-19	3	-1	7	9	-5	-6
CCc1ccccc1NC(=S)N1CCC(NC(=O)c2ccc(OC)cc2)CC1	0.4	10	4	0.2	3	1	2	11	4	-1	-7
O=C1c2ccccc2C(=O)N1c1n[nH]c(CCc2ccccc2)n1	0.4	12	-2	0.6	-11	-4	5	-1	0	0	3
Cc1cccc2c1CC(C)(C)N=C2C1=C(O)CC(C)(C)CC1=O	-0.1	-1	1	0.4	-10	0	1	-6	4	-3	-19
Cc1nccn1CCC(=O)Nc1ccc(Cl)cc1	0.4	8	0	0.7	2	-1	.	-3	213	2	-4
CN1OC[C@@H]2CN(C(=O)CCc3ccccc3)[C@H](c3cccc(-c4ccc(C#N)cc4)c3)C[C@@H]21	0.2	8	-8	3.8	-5	0	.	3	.	1	0
Cc1ccc(C)n1-c1ccc(N(C)C)cc1	1.1	0	-16	-1.1	-5	1	1	2	+	2	-5
O=C(O)c1cccc(C(=O)c2cccc(C(=O)O)c2)c1	-0.6	24	4	0.4	-8	2	-1	1	72	-1	-4

In the list so far, two have a Cl atom.
SMILES	CDK5 p35 inh	PfHsp90 yeast 2	dFosB act	LANA DNA inh	RTF Ca sens inh	RTF Ca sens act	NSD2 inh	Rtt109 Vps75	Mot1-301 SUMO	Keap1 Nrf2 FP	PvdQ inh
Cn1c(SCc2ccccc2Cl)nc(C(F)(F)F)cc1=O	0.2	.	-1	2.8	-9	5	-1	3	15	4	-7
Cc1nccn1CCC(=O)Nc1ccc(Cl)cc1	0.4	8	0	0.7	2	-1	.	-3	213	2	-4

Carrying on.
SMILES	CDK5 p35 inh	PfHsp90 yeast 2	dFosB act	LANA DNA inh	RTF Ca sens inh	RTF Ca sens act	NSD2 inh	Rtt109 Vps75	Mot1-301 SUMO	Keap1 Nrf2 FP	PvdQ inh
COc1cc(C(=O)Oc2cccc(/C=N/NC(=O)c3cc(C)[nH]n3)c2)cc(OC)c1OC	0.1	9	-32	0.8	-6	-6	1	7	-3	-1	3
CCC(C(=O)N1CCN(c2ccccc2OC)CC1)c1ccccc1 (centres undefined)	-1.4	0	4	0.4	7	6	0	4	90	0	14
CC(=O)Nc1nnc(CSCc2ccc(F)cc2)s1	-5.8	8	-2	-5.6	2	2	-5	1	-3	-4	-17
CCCCCCn1c(O)c(/C=C2\C=NN=C2c2ccccc2)sc1=S	0.3	-34	-5	0.7	2	-2	5	0	-6	-5	-14
O=C(CC1C(=O)NCCN1CC1CCCCC1)NCc1ccc(F)cc1F (centres undefined)	2.2	10	-11	1.0	-7	4	0	-3	150	-5	-3
CCOC(=O)N1CCC(NC(=O)C2CCC(Cn3c(=O)[nH]c4ccccc4c3=O)CC2)CC1 (centres undefined)	-0.9	.	-1	0.5	1	2	1	-7	-18	2	-6
c1ccc(N2CCN(c3nnnn3-c3ccccc3)CC2)cc1	4.1	-36	5	-0.5	5	-7	1	-6	-2	-4	5
CCC1CCCCN1C(=S)Nc1ccc(OC(F)F)cc1 (centres undefined)	0.0	-22	-10	2.4	-19	3	0	-6	-2	-4	-12
O=C(O)CC/C(=N\NC(=O)CNC(=O)c1cccc(Cl)c1)c1ccccc1	0.9	-5	3	-0.2	1	-4	-1	.	-1	-6	3
COc1ccc(-n2nnc3c(=O)n(CC(=O)N4CCC(C)CC4)cnc32)cc1	0.2	34	-3	-0.3	-1	0	.	-2	-4	0	-1
CCCC(=NCCc1c(C)[nH]c2ccccc12)C1=C(O)CC(c2ccccc2)CC1=O (centres undefined)	-0.7	5	-6	-0.3	-14	-10	0	-1	-11	-2	-11
COCCn1c(SCC(=O)N(C)c2c(N)n(Cc3ccccc3)c(=O)[nH]c2=O)nnc1-c1cccc(C)c1	0.8	.	-3	1.7	0	1	1	-2	-11	-2	-11
NC[C@H](O)c1ccc(O)c(O)c1	-1.1	-9	2	15	4	-1	.	-4	1	0	-5
O=C(NNC(=O)c1ccccc1Br)c1cnccn1	-1.5	-27	1	2.1	-7	3	-1	-5	-5	-6	-14
CC(C)(C)c1cnnn1-c1ccc(C=O)cc1	-0.8	21	0	-0.8	-8	0	.	-18	2	0	-3
COC1OC2COC(c3ccccc3)OC2C(O)C1NC(=O)c1ccccc1 (centres undefined)	-1.7	-10	-5	-1.5	-9	4	-1	6	.	4	-2
Cc1c(Br)c([N+](=O)[O-])nn1CC(=O)N(C)Cc1ccccc1	-0.2	-11	-1	0.7	-3	2	-3	-5	6	-1	-5
CNS(=O)(=O)c1ccc(NS(=O)(=O)c2ccccc2F)cc1	0.1	22	-4	-1.3	-14	-5	-3	-3	2	-2	-9
COc1ccc(C(=O)N(C)Cc2nc3ccccc3c(=O)[nH]2)cc1S(=O)(=O)N1CCCC1	-0.4	3	-8	-1.6	-8	-2	-1	2	5	-2	-2
Cc1cccc(/C=N/NC(=O)Cn2nccc2C)n1	-0.2	-118	8	0.1	5	-6	-6	6	10	3	-2

Among those listed so far, these have a COOH group:
SMILES	CDK5 p35 inh	PfHsp90 yeast 2	dFosB act	LANA DNA inh	RTF Ca sens inh	RTF Ca sens act	NSD2 inh	Rtt109 Vps75	Mot1-301 SUMO	Keap1 Nrf2 FP	PvdQ inh
C/C(=C\C(=O)Nc1cscc1C)C(=O)O	-1.5	-3	0	0.2	-2	8	2	4	57	0	-15
O=C(O)c1cccc(C(=O)c2cccc(C(=O)O)c2)c1	-0.6	24	4	0.4	-8	2	-1	1	72	-1	-4
O=C(O)CC/C(=N\NC(=O)CNC(=O)c1cccc(Cl)c1)c1ccccc1	0.9	-5	3	-0.2	1	-4	-1	.	-1	-6	3

Single values from the entries so far:
`CCc1ccccc1NC(=S)N1CCC(NC(=O)c2ccc(OC)cc2)CC1` in PfHsp90 yeast 2 = 10
`Cc1ccc(CCNC(=O)C2CCCN(S(=O)(=O)c3cnc[nH]3)C2)cc1` (centres undefined) in CDK5 p35 inh = -0.4
`NC[C@H](O)c1ccc(O)c(O)c1` in PfHsp90 yeast 2 = -9
`O=C(CC1C(=O)NCCN1CC1CCCCC1)NCc1ccc(F)cc1F` (centres undefined) in RTF Ca sens act = 4
`CCCc1[nH]c(=O)c(C#N)c2c1CCCC2` in RTF Ca sens act = -1

Next section.
SMILES	CDK5 p35 inh	PfHsp90 yeast 2	dFosB act	LANA DNA inh	RTF Ca sens inh	RTF Ca sens act	NSD2 inh	Rtt109 Vps75	Mot1-301 SUMO	Keap1 Nrf2 FP	PvdQ inh
COc1cccc(CNS(=O)(=O)c2c(C(=O)N3CCCC3)c(C)n(C)c2C)c1	0.7	-3	-1	-0.3	-5	-3	-3	-7	7	1	-8
Cc1ccccc1C(=O)O/N=C/c1c(N2CCOCC2)n(C)c2ccccc12	-0.9	7	-2	-1.9	3	-3	1	3	211	-1	0
Cc1ccc(NC(=O)Cn2ccnc2)cc1C	-2.1	-8	1	-0.1	-1	19	-1	-6	18	-6	-13
CC(C)(C)c1ccc(C(=O)N2CCN(C(=O)c3cccs3)CC2)cc1	-0.4	-4	6	2.3	-8	-3	1	1	-5	3	-11
Cc1ccc(-c2c[n+]3c(n2-c2ccccc2)SCC3)cc1	-0.1	16	-2	-1.0	-8	9	0	-7	0	1	-18
Cc1csc(SCC(=O)Nc2ccccn2)n1	0.8	-6	3	1.2	-7	-1	-1	1	3	2	-6
O=C(COC(=O)c1ccc(O)cc1O)NC12CC3CC(CC(C3)C1)C2	0.7	12	-17	1.6	-3	1	8	5	.	-4	-13
FC(F)(F)c1nnc2n1N=C(c1cccs1)CS2	0.9	11	0	0.8	1	-2	-2	-6	-8	4	-8
Cc1csc(NC(=O)CSc2nnc(-c3ccncc3)o2)n1	-0.6	16	4	0.2	-1	-3	-3	-11	-7	1	-11
O=C(O)c1cccc(N2C(=O)C3CC=C(Cl)CC3C2=O)c1 (centres undefined)	0.3	23	5	4.9	-9	4	.	6	-13	3	4
CC(C(=O)Nc1ccc(Cl)cc1Cl)N1C(=O)NC2(CCCCCCC2)C1=O (centres undefined)	0.1	-2	-9	0.1	-14	1	1	-3	27	-1	-11
COc1cc(/C=C2\N=C(c3ccccc3)OC2=O)ccc1OCc1c(C)no[n+]1[O-]	0.3	-11	-6	-0.4	-13	-1	-2	26	2	5	2
O=C(NC(=S)NCc1ccncc1)c1ccccc1	-0.4	9	-11	-0.6	-18	10	-3	14	-9	-2	10
O=C(CCNC(=O)c1ccco1)NCc1ccc(C(=O)O)cc1	-1.8	-8	-4	2.1	0	-1	-3	1	-1	-7	-11
CCn1c(C)nc2cc(OC)ccc21	0.0	-6	3	0.5	-4	0	-3	-7	-17	-1	-13

2 entries from above, with values under each structure:
Fields: CDK5 p35 inh, PfHsp90 yeast 2, dFosB act, LANA DNA inh, RTF Ca sens inh, RTF Ca sens act, NSD2 inh, Rtt109 Vps75, Mot1-301 SUMO, Keap1 Nrf2 FP, PvdQ inh
> Cc1ccc(-c2c[n+]3c(n2-c2ccccc2)SCC3)cc1
  -0.1, 16, -2, -1.0, -8, 9, 0, -7, 0, 1, -18
> Cc1csc(SCC(=O)Nc2ccccn2)n1
  0.8, -6, 3, 1.2, -7, -1, -1, 1, 3, 2, -6

Screening results from PubChem.
